14-3-3 PPI – modulators of human 14-3-3 gamma - Raf peptide interaction; 160,000 tested, 0.19% active; P61981; inhibition, % at 40 µM; FP, 14-3-3gamma / TMR-pS259-Raf peptide binding; in the data active means inhibition above about 30%;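 further: 0% = protein plus tracer without compound and 100% = blank with tracer alone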
Target sequence (P61981 whole entry, looked up): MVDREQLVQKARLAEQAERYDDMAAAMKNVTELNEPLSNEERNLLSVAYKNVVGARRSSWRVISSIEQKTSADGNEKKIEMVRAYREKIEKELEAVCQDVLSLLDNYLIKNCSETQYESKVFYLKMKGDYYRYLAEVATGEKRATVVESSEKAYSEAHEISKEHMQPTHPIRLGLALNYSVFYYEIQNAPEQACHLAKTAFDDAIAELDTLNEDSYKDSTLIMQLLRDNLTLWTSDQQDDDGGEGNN
Active calls of the source: *; & = joins results of further samples. An excerpt (hit frequency here may not be typical).

Results for CCCc1nc(N)c(C#N)c(-c2ccc(OCc3ccccc3)cc2)c1CC ?
14-3-3 PPI: -25

What do the screens show for `Cc1ccccc1NC(=O)C1C(C=C(Cl)Cl)C1(C)C` (stereo not drawn)?
14-3-3 PPI: 1

How did Cc1cc(S(=O)(=O)Nc2cccnc2)c(C)s1 do in these assays?
14-3-3 PPI: -6

How did CC(C)CC1N=C2c3ccccc3N=C(SCc3ccc([N+](=O)[O-])cc3)N2C1=O (stereo not drawn) do in these assays?
14-3-3 PPI: -11

What do the screens show for `CCN(CC)c1ccc(NC(=O)COc2ccccc2)cc1`?
14-3-3 PPI: -5

Results for COc1ccc(S(=O)(=O)NC2CC(C)(C)NC(C)(C)C2)c(C)c1C ?
14-3-3 PPI: 1

How did COc1ccccc1N1CCN(CC(O)COc2ccc(S(=O)(=O)N3CCOCC3)cc2)CC1 (stereo not drawn) do in these assays?
14-3-3 PPI: 3

What do the screens show for `Cc1oc(-c2ccccc2F)nc1CS(=O)(=O)CC(=O)NCCCc1ccccc1`?
14-3-3 PPI: -5

What do the screens show for `CCc1c(C)nc(N)n2c(SCC(=O)N3CCN(c4ccccc4)CC3)nnc12`?
14-3-3 PPI: -9

What do the screens show for `COc1cccc(C2C(C(=O)NCc3ccccc3)=C(C)Nc3ncnn32)c1` (stereo not drawn)?
14-3-3 PPI: -2

The closing 3 records of the part before lead into the next:
What do the screens show for `Cc1oc(-c2ccccc2F)nc1CS(=O)(=O)CC(=O)NCCCc1ccccc1`?
14-3-3 PPI: -5

What do the screens show for `CCc1c(C)nc(N)n2c(SCC(=O)N3CCN(c4ccccc4)CC3)nnc12`?
14-3-3 PPI: -9

What do the screens show for `COc1cccc(C2C(C(=O)NCc3ccccc3)=C(C)Nc3ncnn32)c1` (stereo not drawn)?
14-3-3 PPI: -2

How did CC(=O)c1cccc(NC(=O)Nc2cccs2)c1 do in these assays?
14-3-3 PPI: -9

What do the screens show for `CC(=O)N1CCN(c2cccc(C)c2C)CC1`?
14-3-3 PPI: 0

What do the screens show for `CC(C)CNC(=O)C1CC(=O)N(c2ccc(O)cc2)C1` (stereo not drawn)?
14-3-3 PPI: -4

How did O=[N+]([O-])c1cccc(-c2nc(=S)c3c(o2)CCCC3)c1 do in these assays?
14-3-3 PPI: 2

Results for COc1ccc(OC(C)C(=O)N2CCc3ccccc3C2)cc1 (stereo not drawn) ?
14-3-3 PPI: -6

How did Cc1cc(NC(=O)Cn2cc(C(F)(F)F)cc(Cl)c2=O)no1 do in these assays?
14-3-3 PPI: 2

Results for CCN(Cc1ccccc1)C(=O)Cn1c(=O)n(-c2ccc(OC)cc2OC)c(=O)c2c(C)c(C)sc21 ?
14-3-3 PPI: -14

How did CC(C)c1ccc(NC(=O)C2C3C=CC4(O3)C2C(=O)N(C2CCCCC2C)C4C(=O)NC2CCCCC2)cc1 (stereo not drawn) do in these assays?
14-3-3 PPI: 3

What do the screens show for `COc1ccc(Cl)cc1NC(=O)c1cc2cc3ccc(C)cc3nc2s1`?
14-3-3 PPI: -53

What do the screens show for `N#Cc1ccc(C(=O)Nc2ccc(-c3nc4ccccc4[nH]3)cc2)cc1`?
14-3-3 PPI: -5

What do the screens show for `NS(=O)(=O)c1ccc(CCn2c(-c3ccccc3)nc(=S)c3c2CCCC3)cc1`?
14-3-3 PPI: 0

What do the screens show for `COC(=O)c1ccc(OC(=O)c2ccc(OCc3c(C)noc3C)c(OC)c2)cc1`?
14-3-3 PPI: 6

How did COC(=O)C1=CN(C)C=C(C(=O)OC)C1c1ccccc1Cl do in these assays?
14-3-3 PPI: -7

Results for CCC1CCCCN1C(=O)C1CC(=O)N(c2ccc(OC)cc2)C1c1ccc(OC)cc1 (stereo not drawn) ?
14-3-3 PPI: -2

Results for CCOc1ccc(NS(=O)(=O)c2c(C)noc2C)cc1 ?
14-3-3 PPI: -8

How did Cn1c(-c2ccc[n+](C)c2)nc2ccccc21 do in these assays?
14-3-3 PPI: 21

What do the screens show for `CCOC(=O)c1c(NC(=O)c2ccccc2F)sc2c1CCC(CC)C2` (stereo not drawn)?
14-3-3 PPI: -9

Results for COc1cccc(-n2c(=O)c3c4c(sc3n(CC(=O)OCc3ccccc3)c2=O)CCCC4)c1 ?
14-3-3 PPI: -5

How did CCP(=O)(c1ccccc1)C(C)(C)O (stereo not drawn) do in these assays?
14-3-3 PPI: -15

What do the screens show for `O=C(CSc1nc2c(c(=O)n1-c1ccc(Cl)cc1)SCC2)Nc1ccccc1F`?
14-3-3 PPI: -5

Results for CCN(CC)Cc1cc(C2C3=C(CC(C)(C)CC3=O)OC3=C2C(=O)CC(C)(C)C3)ccc1OC ?
14-3-3 PPI: 4

Results for COc1ccc(C2C(C(=O)Nc3ccccc3C(F)(F)F)CC(=O)N2c2ccc(OC)cc2)cc1 (stereo not drawn) ?
14-3-3 PPI: -4

Results for Cc1ccc(C(=O)N2N=C(c3ccccc3)CC2c2ccc3c(c2)OCO3)cc1 (stereo not drawn) ?
14-3-3 PPI: -1

Results for COc1ccc(OC)c(S(=O)(=O)N2CCC(C(=O)Nc3cccc(C)c3C)CC2)c1 ?
14-3-3 PPI: -7

How did CCNC(=O)CC1C(=O)N(c2cccc(OC)c2)C(=O)N1CCOC (stereo not drawn) do in these assays?
14-3-3 PPI: -7

What do the screens show for `Cc1cc(Nc2ccccc2C)n2ncnc2n1`?
14-3-3 PPI: 5

What do the screens show for `CC1=C(C(=O)Nc2cccc(C)n2)C(c2ccc([N+](=O)[O-])cc2)C2=C(CC(C)(C)CC2=O)N1` (stereo not drawn)?
14-3-3 PPI: -8

What do the screens show for `Cc1csc(SCC(=O)Nc2ccc(Cl)cn2)n1`?
14-3-3 PPI: -33

How did COC(=O)c1ccc(N2C(=O)CSC2c2cccc(OC)c2OC)cc1 (stereo not drawn) do in these assays?
14-3-3 PPI: 1

How did Cc1cc(C)cc(N2C(=O)CN(Cc3sccc3C)C2=S)c1 do in these assays?
14-3-3 PPI: -7

How did CSc1nccn1CC(=O)Nc1ccc(F)cc1 do in these assays?
14-3-3 PPI: -6

Results for O=C(Nc1ccc(-c2nc3ccccc3o2)c(O)c1)c1cncc(Br)c1 ?
14-3-3 PPI: -178

How did CC1CCN(C(=O)CCC(=O)Nc2nc(-c3cc4cc(Br)ccc4oc3=O)cs2)CC1 do in these assays?
14-3-3 PPI: -4

What do the screens show for `COC(=O)C1C(=O)C2=C(CC1C)NC(C)=C(C(=O)OC1CCCC1)C2c1ccc(C)c([N+](=O)[O-])c1` (stereo not drawn)?
14-3-3 PPI: -14

What do the screens show for `COc1ccc(C2C(C(=O)Nc3cc(OC)ccc3OC)CCC(=O)N2c2ccc(OC)cc2)cc1` (stereo not drawn)?
14-3-3 PPI: 7

How did CCOC(=O)c1c(NC(=O)c2ccc(Cl)c([N+](=O)[O-])c2)sc(C(=O)Nc2ccccc2C(F)(F)F)c1C do in these assays?
14-3-3 PPI: -8

How did CC1Cc2ccccc2N1C(=O)Cn1c(=O)oc2cc(Cl)ccc21 (stereo not drawn) do in these assays?
14-3-3 PPI: -6

What do the screens show for `CCCCC(=O)NCCc1cc2c(OC)ccc(OC)c2[nH]c1=O`?
14-3-3 PPI: -7

Results for Cc1ccc(C(=O)NCCOc2ccc(Cl)cc2)cc1 ?
14-3-3 PPI: -9

Results for CCOc1ccc(S(=O)(=O)N2CCN(c3ccc(C)cc3C)CC2)cc1 ?
14-3-3 PPI: -1

How did COc1ccc(Nc2nc(-c3ccc(Br)cc3)nc3ccccc23)c(OC)c1 do in these assays?
14-3-3 PPI: -5

Results for CC1(C)OC(=O)C(=CNCC(=O)NCC(=O)O)C(=O)O1 ?
14-3-3 PPI: -2

What do the screens show for `COc1ccc(NC(=O)Cn2nnc(-c3ccccc3NC(=O)c3cccs3)n2)cc1`?
14-3-3 PPI: 2

How did COc1ccc(S(=O)(=O)NCCc2c(C)[nH]c3ccc(OC(F)(F)F)cc23)cc1OC do in these assays?
14-3-3 PPI: -14

What do the screens show for `O=C(Nc1ccc(NC(=O)c2ccco2)c(Cl)c1)c1ccc(Cl)c([N+](=O)[O-])c1`?
14-3-3 PPI: 3

How did O=C(COC(=O)c1ccco1)c1ccccc1 do in these assays?
14-3-3 PPI: -5

What do the screens show for `COc1ccc(C(=O)Nc2ccc3c(c2)OCCO3)cc1[N+](=O)[O-]`?
14-3-3 PPI: -3

What do the screens show for `CS(=O)(=O)c1nnnn1-c1ccccc1Cl`?
14-3-3 PPI: 1

What do the screens show for `COc1ccccc1NC(=O)C1c2cc(OC)c(OC)cc2C(=O)N(C)C1c1ccc(SC)cc1` (stereo not drawn)?
14-3-3 PPI: 7

How did O=C(NCCc1ccccc1Cl)c1ccc(N2CC3CC(C2)c2cccc(=O)n2C3)c(NS(=O)(=O)c2ccc3c(c2)OCCO3)c1 (stereo not drawn) do in these assays?
14-3-3 PPI: -5

What do the screens show for `CCc1c(-c2cccs2)nc2ccc(Br)cc2c1C(=O)O`?
14-3-3 PPI: 0

Results for O=C(CCCn1c(=O)[nH]c2ccc(Br)cc2c1=O)N1CC=C(c2ccccc2)CC1 ?
14-3-3 PPI: -12

How did Cc1ccc2[nH]c(=O)c3cc(C(=O)NCCC4=CCCCC4)sc3c2c1 do in these assays?
14-3-3 PPI: -5

What do the screens show for `CC(C)(C)c1ccc(-c2nnc(SCC(=O)N3CCCC3)o2)cc1`?
14-3-3 PPI: -4

What do the screens show for `O=C(NCC1(c2ccccc2)CCCC1)c1cc2c(=O)[nH]c3ccccc3c2s1`?
14-3-3 PPI: -2

What do the screens show for `Cc1cccc2sc(NC(=O)CCNS(=O)(=O)c3cccc4nonc34)nc12`?
14-3-3 PPI: -9

Results for CCC(C)OC(=O)C1=C(C)NC2=C(C(=O)CCC2)C1c1cc(OC)c(OC)cc1Br (stereo not drawn) ?
14-3-3 PPI: -4

Results for Cc1ccc2c(c1)c1c3n2CCN(CCC(=O)O)C3CCC1 (stereo not drawn) ?
14-3-3 PPI: 2

What do the screens show for `Oc1ccccc1C1=Nc2ncnn2C(c2ccc(F)cc2)C1` (stereo not drawn)?
14-3-3 PPI: -7

What do the screens show for `O=C(NC1CCCCCC1)c1c(O)c2c([nH]c1=O)CCCC2`?
14-3-3 PPI: 0

How did Cc1ccc(S(=O)(=O)NCC2CCC(C(=O)NCc3ccccn3)CC2)cc1 (stereo not drawn) do in these assays?
14-3-3 PPI: -3

What do the screens show for `CC(=O)c1ccc(NC(=O)c2cc(-c3ccc(Br)cc3)on2)cc1`?
14-3-3 PPI: -26

What do the screens show for `COC(=O)CCC(=O)c1oc2ccccc2c1NC(=O)CCCN1C(=O)c2ccccc2C1=O`?
14-3-3 PPI: -11

How did CCCCNC(=O)c1sc(=S)n(-c2c(C)cccc2C)c1N do in these assays?
14-3-3 PPI: -3

Results for CCCCOc1ccccc1NC(=O)CC1SC(=NCC)N(CC)C1=O (stereo not drawn) ?
14-3-3 PPI: -3

How did COc1cc(NC(=O)COc2ccc(C(C)C)cc2)c(OC)cc1Cl do in these assays?
14-3-3 PPI: 4

Results for O=C(Cn1nnc2c(cnn2-c2ccc(F)cc2)c1=O)OC1CCCCC1 ?
14-3-3 PPI: -10

What do the screens show for `CCOC(=O)c1[nH]c2ccccc2c1NC(=O)CN1CCCCC1`?
14-3-3 PPI: -5

What do the screens show for `COc1ccc(NC(=O)c2cc(S(=O)(=O)N3CCc4ccccc43)ccc2F)cc1`?
14-3-3 PPI: -26

Results for Cc1c(NC(=O)c2cccnc2Cl)c(=O)n(-c2ccccc2)n1C ?
14-3-3 PPI: -5

How did C/C=C/c1ccc(OCCn2cncn2)c(OC)c1 do in these assays?
14-3-3 PPI: 4

Results for CCOc1cc2c(cc1OCC)C1C(C(=O)NCc3ccc(F)cc3)c3ccccc3C(=O)N1CC2 (stereo not drawn) ?
14-3-3 PPI: -1

What do the screens show for `COc1ccc(CC(=O)Nc2cc(C)c3c(=O)oc4ccccc4c3n2)cc1OC`?
14-3-3 PPI: -64

How did CC(C)[C@@H](C(=O)NCC1CCC(C(=O)O)CC1)n1nnc2ccccc2c1=O (stereo partly drawn) do in these assays?
14-3-3 PPI: -5

What do the screens show for `COc1ccc(-n2nc(C(=O)NCc3ccco3)c3c4ccccc4n(C)c3c2=O)cc1Cl`?
14-3-3 PPI: -2

Results for COc1ccc(Oc2nc(Oc3ccc(OC)cc3)nc(Oc3ccc(OC)cc3)n2)cc1 ?
14-3-3 PPI: 1

How did COc1ccc(OC)c(NC(=O)c2nnn(Cc3ccc(Br)cc3F)c2N)c1 do in these assays?
14-3-3 PPI: 3

How did CCC(=O)N1c2ccccc2-c2nnc(SC)nc2OC1c1cccc(C)n1 (stereo not drawn) do in these assays?
14-3-3 PPI: -25

What do the screens show for `C=CCn1c(=N)n(CC(O)c2ccco2)c2ccccc21` (stereo not drawn)?
14-3-3 PPI: -9&-4

How did Cn1ncc(Br)c1C(=O)Nc1ccc(Cl)cn1 do in these assays?
14-3-3 PPI: -4&-7

What do the screens show for `COc1ccc(C(=O)Oc2ccc3c(C)cc(=O)oc3c2)cc1[N+](=O)[O-]`?
14-3-3 PPI: 8

Results for CCc1nnc(N2C(=O)c3cccc4c([N+](=O)[O-])ccc(c34)C2=O)s1 ?
14-3-3 PPI: 6

A section from the list above, as a working copy:
How did C/C=C/c1ccc(OCCn2cncn2)c(OC)c1 do in these assays?
14-3-3 PPI: 4

Results for CCOc1cc2c(cc1OCC)C1C(C(=O)NCc3ccc(F)cc3)c3ccccc3C(=O)N1CC2 (stereo not drawn) ?
14-3-3 PPI: -1

What do the screens show for `COc1ccc(CC(=O)Nc2cc(C)c3c(=O)oc4ccccc4c3n2)cc1OC`?
14-3-3 PPI: -64

How did CC(C)[C@@H](C(=O)NCC1CCC(C(=O)O)CC1)n1nnc2ccccc2c1=O (stereo partly drawn) do in these assays?
14-3-3 PPI: -5

Compound activity (PubChem BioAssay)
